# PI4K2A inh = blocks human PI4K2A kinase activity | purified PI4K2A, ADP-Glo luminescence, 1 h; stronger effect = lower value | actives 0.13% (n = 420,000) | activity change, negative = inhibition, % at 76.9 µM | AID 1346378 | Q9BTU6; in the data active = activity change below about -50%; inconclusive = mostly about -30% to -49%;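 also: -100% = wells without enzyme as full effect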
#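 ADP-Glo luminescence measured ADP generated by PI4K2A enzyme (4 ug/mL before mixing) with 1.2 mM PI substrate (pre-mix) and 300 microM ATP (pre-mix). Tris pH7.5 buffer with MgCl2, Triton X-100; 1 h reaction at ambient temperature.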
# HP1b chromo inh = inhibitors of HP1-beta chromodomain binding to methylated histone tails | P83916 | AlphaScreen HP1-beta / biotin-H3K9me3 peptide binding | Potency, µM (titrated, usually from 114 µM), without a hit: at the top dose activity change, negative = inhibition, usual class: inhibitors | actives 0.56% (n = 390,000) | AID 540317; also: potency is read from the fitted curve at half-maximal effect; nearly all actives have a fitted effect of over 70% in size; inactives centre near 23
# Target sequence (P83916 whole entry, looked up): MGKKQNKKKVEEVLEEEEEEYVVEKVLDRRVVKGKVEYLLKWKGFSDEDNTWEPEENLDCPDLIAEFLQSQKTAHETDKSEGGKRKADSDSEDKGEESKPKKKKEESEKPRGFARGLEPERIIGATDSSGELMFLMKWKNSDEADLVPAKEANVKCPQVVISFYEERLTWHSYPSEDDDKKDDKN
#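 AlphaScreen: HP1-beta (50 nM) preformed 30 min with biotin-H3(1-18)K9me3 peptide (50 nM) in PBS pH 7.4, 0.01% Tween-20. Compound added for 30 min at RT, then streptavidin donor/nickel chelate acceptor beads (10 ug/mL) for 30 min.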
# GLS inhibitor = inhibitors of human glutaminase (GLS). GLS enzymatic activity, qHTS titration. Potency, µM (top dose mostly 45.5 µM), without a hit: top-dose activity change, negative = inhibition, most hits filed as inhibitors. actives 0.21% (n = 410,000); also: potency is read from the fitted curve at half-maximal effect; % is scaled to controls: 0 for no effect and ±100 for the full control effect
#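 hKGA; 45 mM KH2PO4 pH 8.2 + 0.02% Tween-20; cpd via pin tool; 1 mM Gln soln; GluOx/HRP/Amplex Red; RT 30 min; fluor. t0 & final.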
# Pin1 inhibitor = inhibitors of human Pin1; actives 0.009% (n = 390,000); Potency, µM (top dose mostly 115 µM), for the others: top-dose activity, negative = inhibition, usual class: inhibitors; Pin1 FP peptide displacement, HiFluor488, 10 min; AID 504891; Q13526; active = well fitted inhibition curve with a large enough effect in the polarisation, with a control signal flat, not every such curve was filed as active; inconclusive = small, poorly fitted or top-dose-only effect, or effect the other way, or a change in a side signal; inactive = no such curve, though single readings can be large or run the other way; the % refers to the polarisation; also: potency is read from the fitted curve at half-maximal effect; % is scaled to controls: 0 for no effect and ±100 for the full control effect
# Target sequence (Q13526 whole entry, looked up): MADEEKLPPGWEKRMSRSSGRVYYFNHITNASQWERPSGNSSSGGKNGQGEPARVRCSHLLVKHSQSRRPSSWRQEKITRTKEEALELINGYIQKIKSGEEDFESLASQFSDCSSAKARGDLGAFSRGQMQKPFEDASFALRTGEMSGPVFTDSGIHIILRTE
# rTrxR1 inhibitor = blocks rat thioredoxin reductase 1. recombinant rTrxR1, NADPH fluorescence consumption, selenite substrate. Potency, µM (series often up to 114 µM), inactives show at the highest dose activity change, negative = inhibition, usual class: inhibitors. actives 1% (n = 390,000). AID 588453; also: potency is read from the fitted curve at half-maximal effect; % is scaled to controls: 0 for no effect and ±100 for the full control effect; nearly all actives have a fitted effect of over 65% in size
# Target sequence (O89049 whole entry, looked up): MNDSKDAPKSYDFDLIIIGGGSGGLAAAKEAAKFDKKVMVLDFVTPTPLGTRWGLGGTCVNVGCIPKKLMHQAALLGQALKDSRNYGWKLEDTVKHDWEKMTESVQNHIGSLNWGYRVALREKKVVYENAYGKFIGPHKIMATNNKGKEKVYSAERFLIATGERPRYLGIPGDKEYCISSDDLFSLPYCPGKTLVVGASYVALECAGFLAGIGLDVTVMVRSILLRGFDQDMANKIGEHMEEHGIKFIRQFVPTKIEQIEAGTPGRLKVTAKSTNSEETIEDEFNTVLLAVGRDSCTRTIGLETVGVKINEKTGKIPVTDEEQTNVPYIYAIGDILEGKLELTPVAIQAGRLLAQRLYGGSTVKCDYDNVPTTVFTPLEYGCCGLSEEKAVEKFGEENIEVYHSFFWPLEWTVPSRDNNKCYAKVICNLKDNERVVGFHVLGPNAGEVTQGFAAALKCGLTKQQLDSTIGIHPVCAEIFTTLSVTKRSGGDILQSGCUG
#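 Rat TrxR1 (90 nM in the dispensed reagent) was pre-reduced with 400 uM NADPH for 5 min at room temperature, then incubated with compound for 15 min. After 400 uM selenite was added, NADPH fluorescence (Ex 340/Em 450 nm) was followed for 8 min.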
# Tb PGK inh = inhibitors of T. brucei phosphoglycerate kinase; P07378; PGK/GAPDH coupled, Kinase-Glo luminescence, 60 min; Potency, µM (series often up to 57.5 µM), for the others: top-dose activity change, negative = inhibition, hits mostly inhibitors; actives 0.043% (n = 380,000); also: potency is read from the fitted curve at half-maximal effect; % is scaled to controls: 0 for no effect and ±100 for the full control effect; nearly all actives have a fitted effect of over 60% in size
#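 Recombinant glycosomal PGK reaction used 1,3-bisphosphoglycerate generated in-well by GAPDH (100nM final) in 100mM TEA pH 7.6, 5mM MgCl2, 0.01% Tween-20. After 60 minutes at room temperature, ATP was read by Kinase-Glo Plus luminescence end-point.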
# IDH1 R132H inh = human IDH1 R132H inhibition | AID 602179 | actives 0.093% (n = 390,000) | Potency, µM (highest dose often 76.6 µM), inactives show at the top dose activity change, negative = inhibition, actives largely listed as inhibitors | O75874 | IDH1-R132H enzyme, NADPH consumption, diaphorase/resazurin fluorescence; also: potency is read from the fitted curve at half-maximal effect; % is scaled to controls: 0 for no effect and ±100 for the full control effect; nearly all actives have a fitted effect of over 65% in size
#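 IDH1-R132H (0.5 ug/mL) preincubated 30 min with compound, then NADPH (0.016 mM) and alpha-KG (2 mM) added; 80 min at RT, pH 7.5. Remaining NADPH coupled via diaphorase/resazurin to fluorescence (540/590 nm); concentration-response curves normalized to no-enzyme control.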
# USP1 inh = blocks the human USP1/UAF1 deubiquitinase complex; recombinant USP1/UAF1, Ub-Rhodamine cleavage fluorescence; Potency, µM (doses to about 57.1 µM), for inactives: at the highest dose activity change, negative = inhibition, usual class: inhibitors; actives 0.23% (n = 390,000); AID 743255; also: potency is read from the fitted curve at half-maximal effect; % is scaled to controls: 0 for no effect and ±100 for the full control effect; nearly all actives have a fitted effect of over 60% in size; inactives centre near -12
#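 Step one: compound is pinned into 1nM USP1/UAF1 in HEPES pH 7.8 buffer with TCEP. Step two: 15 min room-temperature incubation. Step three: Ub-Rho (150nM final) starts cleavage, tracked by fluorescence over six one-minute reads.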
# TrxR1 substrate = substrates of rat thioredoxin reductase 1. O89049. Potency, µM (highest dose often 114 µM), without a hit: top-dose activity change, negative = substrate turnover. purified TrxR1 substrate turnover, NADPH consumption readout. actives 0.01% (n = 390,000); also: potency is read from the fitted curve at half-maximal effect; % is scaled to controls: 0 for no effect and ±100 for the full control effect; nearly all actives have a fitted effect of over 50% in size
#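 Rat TrxR1, dispensed at 90 nM, was prereduced with 400 uM NADPH (final) for 5 min at ~22 deg C, then incubated with compound 15 min before 400 uM selenite. A first-read NADPH fluorescence drop versus no-compound background flagged substrates.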
# An asterisk follows results filed as active; i = inactive; ? = inconclusive; / = no result given; & = joins results of further samples; [ ] = remark or other dose. Unless noted, calls follow the shape of the dose curve; as a rule, active = well fitted curve in the direction sought with a large enough effect; inconclusive = small, poorly fitted or top-dose-only effect, or another doubt; inactive = no such curve, though single readings can be large; an effect the other way counts as inactive or inconclusive. An excerpt. The share of hits here may be higher or lower than overall.
# Start of the listing, in advance (6 entries):
SMILES,PI4K2A inh,HP1b chromo inh,GLS inhibitor,Pin1 inhibitor,rTrxR1 inhibitor,Tb PGK inh,IDH1 R132H inh,USP1 inh,TrxR1 substrate
c1ccc2c(-c3nc(C4CCCCC4)no3)cc(-c3ccncc3)nc2c1,5,14%,1%,-5%,-3%[11.4 µM],6%,-1%,-18%,15%[57.1 µM]
CSc1ccc(/C=C(\NC(=O)c2ccccc2)C(=O)NN)cc1,-3,15%,0%,1%,5%[57.1 µM],-5%,14%,-2%,-1%[57.1 µM]
C=CCn1c(SCC(=O)Nc2ccc(N(C)C)cc2)nnc1-c1cccc(C)c1,6,-58%,3%,-3%,2%[57.1 µM],-1%,3%,-7%,-7%
CC(C)(C)c1ccc(C(CC(=O)O)NC(=O)Cc2ccc(Cl)cc2)cc1 (centres undefined),-6,22%,-1%,-6%,11%,-6%,0%,-18%,7%
O=C(CCNC(=O)c1ccccc1Cl)Nc1cc(S(=O)(=O)N2CCOCC2)ccc1N1CCCC1,1,22%,-1%,6%,11%,-5%,7%,-20%,-2%
COCCn1c(SCc2ccccc2F)nc2ccccc2c1=O,1,92%[activator],0%,-6%,1%[57.1 µM],3%,0%,-13%,3%[57.1 µM]

# The listing, previewed entries included:
SMILES,PI4K2A inh,HP1b chromo inh,GLS inhibitor,Pin1 inhibitor,rTrxR1 inhibitor,Tb PGK inh,IDH1 R132H inh,USP1 inh,TrxR1 substrate
c1ccc2c(-c3nc(C4CCCCC4)no3)cc(-c3ccncc3)nc2c1,5,14%,1%,-5%,-3%[11.4 µM],6%,-1%,-18%,15%[57.1 µM]
CSc1ccc(/C=C(\NC(=O)c2ccccc2)C(=O)NN)cc1,-3,15%,0%,1%,5%[57.1 µM],-5%,14%,-2%,-1%[57.1 µM]
C=CCn1c(SCC(=O)Nc2ccc(N(C)C)cc2)nnc1-c1cccc(C)c1,6,-58%,3%,-3%,2%[57.1 µM],-1%,3%,-7%,-7%
CC(C)(C)c1ccc(C(CC(=O)O)NC(=O)Cc2ccc(Cl)cc2)cc1 (centres undefined),-6,22%,-1%,-6%,11%,-6%,0%,-18%,7%
O=C(CCNC(=O)c1ccccc1Cl)Nc1cc(S(=O)(=O)N2CCOCC2)ccc1N1CCCC1,1,22%,-1%,6%,11%,-5%,7%,-20%,-2%
COCCn1c(SCc2ccccc2F)nc2ccccc2c1=O,1,92%[activator],0%,-6%,1%[57.1 µM],3%,0%,-13%,3%[57.1 µM]
CCn1c(=O)c2cc(C(=O)N(C)c3cc(C)ccc3OC)sc2c2ccccc21,-2,-5%,-2%,?,8%,-6%,?,-3%,-10%
COc1cccc(OCc2cc(=O)n3c(-c4ccccc4)csc3n2)c1,-17,12%,-4%,26%,11%,9%,-15%,-4%,4%
Nc1nc(N)c(N=Nc2ccc(C(=O)O)cc2)c(N)n1,-10,32%,0%,-6%,0%[2.29 µM],0%,-5%,-13%,-1%[57.1 µM]
O=C(COc1ccccc1)NCC(c1cccs1)S(=O)(=O)c1ccc(Cl)cc1 (centres undefined),-2,14µM*,-24%,?,-3%[57.1 µM],?,-3%,-25%,2%[57.1 µM]
CCn1c(O)c(N=NC(=O)Cn2ccc(C(F)(F)F)n2)c2ccccc21,-5,-14%,0%,7%,-29%,-1%,6%,-24%,-25%
CCOC(=O)[C@@H]1[C@H]2COc3ccc(Br)cc3[C@H]2N2C(=O)N(c3ccc(OC)cc3)C(=O)[C@]12C,-1,23%,-4%,?,6%[57.1 µM],2%,-9%,-25%,-5%[57.1 µM]
CC1Cc2cc(S(=O)(=O)NCCC(=O)NCc3ccc(F)cc3)ccc2N1C(=O)C1CC1 (centres undefined),-3,24%,5%,0%,6%,i,-2%,-8%,1%
CCCCCCCC[n+]1cccc2c3ccccc3ccc21,-2,8%,-2%,4%,5%[57.1 µM],0%,-3%,-21%,160%[activator]
Cc1cc(OCc2ccc(C(=O)NN=C3CCCC3)cc2)ccc1Cl,5,39%,12%,1%,-11%,1%,-6%,-7%,-10%
CCOc1ccc(N(C(=O)c2snc(C(N)=O)c2N)C(C)C(=O)NC2CCCCC2)cc1 (centres undefined),-1,-9%,-4%,1%,-6%[57.1 µM],-2%,-10%,3%,-3%[57.1 µM]
Cc1ccc(-n2c(Cl)c(Cl)nc(Cl)c2=O)cc1,-4,-37%,-7%,9%,?,i,12%,-10%,13%[57.1 µM]
CCC1(C)Cc2[nH]c(=O)c(C#N)cc2CO1 (centres undefined),-3,-6%,4%,4%,-22%,-1%,-4%,-8%,178%[activator]
CCc1nnc2cccc(Cl)n12,2,58%[activator],11%,2%,26%,i,1%,-17%,0%
COc1ccc(/C(C)=N/NC(=O)c2ccncc2)cc1,3,/,1%,-4%,22%,-7%,-8%,-20%,-3%
Cc1ccn2c(C(C)O)nnc2c1 (centres undefined),6,/,-14%,/,/,i,7%,-14%,/
COc1ccccc1N(CC(=O)NC1CCCCC1)S(C)(=O)=O,-1,14%,5%,-8%,7%,5%,3%,?,10%
O=C(NC1CC(=O)N(c2cccc(F)c2)C1)c1cccs1 (centres undefined),3,31%,-1%,?,4%[57.1 µM],7%,-10%,-4%,-1%[57.1 µM]
Cn1cc(C(=O)Nc2cccc(F)c2)cn1,10,22%,7%,-3%,5%,-5%,-1%,-3%,7%[57.1 µM]
Cn1c(O)c(N=NC(=N)N)c2ccccc21,8,18%,-1%,0%,-16%,i,-2%,-8%,-19%
# Other structures.
SMILES,PI4K2A inh,HP1b chromo inh,GLS inhibitor,Pin1 inhibitor,rTrxR1 inhibitor,Tb PGK inh,IDH1 R132H inh,USP1 inh,TrxR1 substrate
CC(=O)C1=C(C)NC(=O)NC1c1ccc(OC2CCCC2)cc1 (centres undefined),-5,23%,3%,27%,8%,-4%,-2%,-13%,7%
C=CCC1CCC/C(=N\NS(=O)(=O)c2ccc(C)cc2)C1 (centres undefined),-3,37%,13%,-6%,10%,-9%,-7%,-9%,1%
CN(C(=O)c1cc2c(=O)n3ccccc3nc2n1C)C1CCCCC1,-5,67%[activator],1%,3%,61%[activator],i,8%,-13%,681%[activator]
CN1CCN(CCCCC(=O)c2ccccc2)CC1,5,45%[activator],-3%,3%,10%[57.1 µM],-6%,7%,-8%,4%
O=C(NC1CCN(Cc2ccccc2)CC1)c1cccc(S(=O)(=O)Nc2ccc(F)cc2)c1,2,25%,3%,-3%,12%,-3%,-17%,-5%,-5%
CCc1nonc1NC(=O)COc1cc(C)c(Cl)c(C)c1,-12,22%,-3%,-3%,52%[activator],i,3%,-12%,15%
CCCCC12CN3CC(C)(CN(C1)C3c1ccc([N+](=O)[O-])o1)C2=O (centres undefined),-1,25%,0%,0%,-12%,i,12%,-7%,-4%
O=C(COc1ccc(Br)cc1)NCc1ccccn1,-2,8%,5%,-2%,24%,-9%,6%,?,14%
Nc1cc(-c2ccc(Cl)cc2)nn1S(=O)(=O)c1cccc2nsnc12,3,-22%,-9%,-4%,4%,-6%,-18%,-26%,-3%
O=C(CSc1nnc(-c2ccco2)n1-c1ccccc1)NCCc1ccccc1,6,13%,-5%,-4%,10%,2%,7%,8%,4%
CCOC(=O)C(C)Sc1snnc1C (centres undefined),-4,11%,2%,-13%,16%,-9%,0%,-10%,-6%
CCCc1cc(=O)[nH]c(SCCCCN2C(=O)c3ccccc3C2=O)n1,3,35%,7%,-8%,6%,-5%,-3%,-17%,-4%
C=CCn1c(SCC(=O)Nc2ccccc2F)nc2ccccc2c1=O,-2,23%,-1%,-1%,29%[11.4 µM],-8%,5%,-1%,1%
O=C(CS(=O)CC(=O)N(c1ccccc1)C(C(=O)NC1CCCC1)c1cccs1)Nc1ccc(F)cc1 (centres undefined),0,14%,4%,1%,2%,-2%,-4%,-1%,-5%
COc1cc2c(cc1OC)C1CCN3C(=O)CCC3N1CC2 (centres undefined),-3,6%,5%,?,-63%[57.1 µM],i,3%,?,5%[57.1 µM]
FC(F)(F)c1ccc(Oc2ccc3c(C(F)(F)F)cc(C(F)(F)F)nc3n2)cc1,-5,1%,-12%,-4%,2%[57.1 µM],1%,5%,-10%,-2%[57.1 µM]
Cc1ccc(OCC(=O)NC2CCSc3ccccc32)cc1 (centres undefined),1,23%,7%,-2%,-8%,i,6%,-14%,-8%
COc1cccc(CNS(=O)(=O)c2cc(Br)cc3c2N(C(C)=O)C(C)C3)c1 (centres undefined),-3&5,39%&22%[activator],-3%&-1%,-5%&6%,23%[2.29 µM],i,6%&6%,-23%&-10%,4%&-1%
O=C(O)C1CCC(CN(Cc2cccc(Br)c2)C(=S)Nc2ccccc2F)CC1 (centres undefined),5,39%[activator],9%,-3%,-9%,-4%,-8%,-9%,-6%
